Wee1 stabilizer – blocks degradation of human Wee1 kinase; P30291; HeLa Luc-Wee1K328M stability, luciferase luminescence; 100% = proteasome inhibitor MG132 effect; reporter increase, % at 5 µM; 220,000 tested, 1.2% active;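 active = activation above the mean of all tested compounds plus 3 SD, set per screening run, cut at about 8.8% in these data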;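 note: cells exposed to compound for 20 h before luminescence read; 0% = DMSO alone and 100% = MG132 at 30 µM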
TNF death inh – inhibitors of TNF-alpha induced necroptosis in Jurkat FADD-/- cells. AID 463075. activation (protection from cell death), % at 10 µM. 220,000 tested, 0.068% active. Jurkat FADD-/- TNF necroptosis rescue, ATP luminescence, 24 h; 0 = TNF only, 100 = no-TNF cells;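 active = activation, meaning protection from cell death, of at least 50% relative to plate controls; inactive = activation below 50%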;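 note: necroptosis triggered by 40 ng/mL TNF-alpha added together with compound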
CHOP inhibitor – inhibitors of CHOP induction in ER stress response; CHO-K1 CHOP-promoter luciferase, tunicamycin-induced, 15-18 h; inhibition, % at 10 µM; 220,000 tested, 3.8% active; AID 2732;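 active = compounds that reduced the stress-induced luciferase reporter signal by more than about 70% of percent inhibition, limit read from the data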;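 note: 0% = tunicamycin plus vehicle and 100% = wells without tunicamycin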
Tb hexokinase – T. brucei hexokinase 1 inhibition; recombinant TbHK1, G6PDH-coupled NADH A340; AID 1430; 220,000 tested, 0.11% active; inhibition, % at 10 µM;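 active = inhibition of 50% or more in the single-dose primary screen; inactive = inhibition below 50%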
FXIa inh – blocks human coagulation factor XIa protease activity | AID 798 | purified FXIa, Boc-Glu-Ala-Arg-AMC fluorogenic substrate | 220,000 tested, 0.14% active | P03951 | inhibition, % at 5 µM;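 active = inhibition of at least 40%; inactive = inhibition below 40%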;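 note: fluorescence of freed AMC excited at 355 nm; 0% = enzyme without compound and 100% = no enzyme blank; many of its hits are not listed in these tables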
Target sequence (P03951 19-387 limits assumed): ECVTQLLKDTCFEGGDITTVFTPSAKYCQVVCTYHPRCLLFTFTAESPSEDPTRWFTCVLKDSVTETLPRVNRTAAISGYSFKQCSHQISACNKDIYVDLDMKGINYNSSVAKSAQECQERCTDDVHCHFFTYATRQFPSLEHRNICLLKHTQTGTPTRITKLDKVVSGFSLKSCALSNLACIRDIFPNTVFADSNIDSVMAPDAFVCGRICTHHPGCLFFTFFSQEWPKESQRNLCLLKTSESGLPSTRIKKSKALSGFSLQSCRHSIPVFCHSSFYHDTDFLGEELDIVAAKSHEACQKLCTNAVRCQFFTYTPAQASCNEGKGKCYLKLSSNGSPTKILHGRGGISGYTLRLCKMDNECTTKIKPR
Target sequence (P03951 388-625 limits assumed): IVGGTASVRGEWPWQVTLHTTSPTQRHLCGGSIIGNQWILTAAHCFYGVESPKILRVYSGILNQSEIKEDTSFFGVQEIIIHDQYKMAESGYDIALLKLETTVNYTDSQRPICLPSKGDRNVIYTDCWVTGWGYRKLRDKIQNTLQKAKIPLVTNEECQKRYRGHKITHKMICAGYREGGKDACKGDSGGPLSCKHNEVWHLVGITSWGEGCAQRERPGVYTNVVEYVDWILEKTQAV
FXIIa inh – factor XIIa (human) inhibition; P00748; purified FXIIa, Boc-QGR-AMC fluorogenic substrate, 2 h; inhibition, % at 5 µM; 220,000 tested, 0.3% active; in the data active = inhibition above about 40%;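 note: 0% = enzyme with no compound and 100% = blank without enzyme; many of its hits are not listed in these tables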
EP2 antag – inhibitors of human EP2 prostaglandin E2 receptor; C6 glioma cells expressing human EP2, cAMP TR-FRET; cells stimulated with saturating PGE2; P43116; inhibition, % at 25 µM; 260,000 tested, 0.52% active;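 active = percent inhibition above 40 after rounding to a whole number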;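 note: rat C6 glioma host cells with rolipram phosphodiesterase inhibitor present; the protocol text gives 20 µM as final concentration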
Target sequence (P43116 whole entry, looked up): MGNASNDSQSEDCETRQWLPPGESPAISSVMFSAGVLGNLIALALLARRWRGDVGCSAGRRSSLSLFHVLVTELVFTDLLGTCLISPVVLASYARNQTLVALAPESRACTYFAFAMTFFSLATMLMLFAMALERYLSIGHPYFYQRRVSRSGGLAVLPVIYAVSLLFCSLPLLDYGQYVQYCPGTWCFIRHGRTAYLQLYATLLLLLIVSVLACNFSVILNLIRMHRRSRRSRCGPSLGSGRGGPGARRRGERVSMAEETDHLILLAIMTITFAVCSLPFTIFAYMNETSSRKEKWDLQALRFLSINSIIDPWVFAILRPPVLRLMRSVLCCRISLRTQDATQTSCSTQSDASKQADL
PPC-1+TRAIL kill – PPC-1 cancer cell killing with TRAIL present; PPC-1 cells + TRAIL, ATPLite viability luminescence; cell killing (% activity), % at 4 µM; 220,000 tested, 0.41% active;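 active = cell killing above 50% in the first pass at 4 µM, then a duplicate retest at 5 µM averaging 50% or more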;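 note: plate controls were cells with TRAIL plus DMSO for no effect and medium-only wells lacking cells for full effect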
zVAD death inh – blocks zVAD induced death of L929 cells; L929 zVAD necroptosis rescue, ATP luminescence, 24 h; with zVAD 60 µM; viability rescue, % at 10 µM; 220,000 tested, 0.38% active;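 active = activation, scaled between plate controls, above about 75%, limit read from the data; inactive = activation under that limit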;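 note: 0% = zVAD with DMSO and 100% = DMSO alone without zVAD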
Numbers without * were called inactive; nt = not tested or not shown; & = joins results of further samples.

SMILES	Wee1 stabilizer	TNF death inh	CHOP inhibitor	Tb hexokinase	FXIa inh	FXIIa inh	EP2 antag	PPC-1+TRAIL kill	zVAD death inh
Cc1cc(-n2cnnn2)ccc1C(C)C	-0.5	-1.0	21.1	4.7	-3.3	3.6	0.1	-4.7	2.1
CCN1CCN(C(c2cc3cccc(C)c3[nH]c2=O)c2nnnn2Cc2ccccc2)CC1 (stereo not given)	0.1	2.4	13.6	-7.0	5.4	14.0	21.1	7.0	1.7
Cc1ccc(CNC(=O)CSc2nc3ccccc3c(=O)n2CCCO)cc1	-0.1	0.4	-3.2	-3.1	4.2	20.2	3.0	-17.8	2.7
COC(=O)c1ccc(Cl)cc1NC(=O)/C=C/c1ccc(C)o1	-1.1	0.2	-14.2	11.1	9.7	16.9	7.1	19.6	1.1
Cc1ccc(NC(=O)CSc2nnc(-c3ccncc3)n2N)cc1C	2.0	-0.7	28.9	0.2	-7.5	8.7	1.3	16.4	1.4
C=CCC(c1ccccc1F)N(CCN1CCOCC1)C(=O)Nc1cccc(Cl)c1 (stereo not given)	0.1	1.0	44.1	-3.0	2.5	8.8	3.0	-1.5	0.3
CCOC(=O)C(=O)c1c(C)cc2ccccn12	0.7	-2.9	-7.8	-3.4	1.4	11.9	3.9	14.5	1.5
Cc1cc(C)c(N2C(=NC(=O)CCCC(=O)O)SC3CS(=O)(=O)CC32)c(C)c1 (stereo not given)	1.1	-2.2	14.8	-3.2	18.8	28.4	2.3	19.8	0.0
COc1cccc(NC(=O)CSCc2n[nH]c(=O)[nH]2)c1	-1.5	-2.0	-6.7	-3.5	8.5	18.2	17.7	0.1	0.1
CC(/C=C/c1ccccc1)=N\Nc1nc2c(c(=O)[nH]c(=O)n2C)n1CCO	-0.2	0.0	-4.9	-73.2	2.2	10.7	5.6	1.6	-0.1
N#CCCn1cc(/C=C2\NC(=S)N(c3ccccc3)C2=O)c(-c2ccc(-c3ccccc3)cc2)n1	0.3	-1.0	10.9	-9.4	4.2	12.1	4.1	31.4	1.1
Cn1c(SCC(=O)NCc2ccc3c(c2)OCO3)nnc1-c1cc2ccccc2cc1O	0.1	-4.3	22.5	3.4	6.3	3.0	9.0&12.2	8.0	0.1
O=C(N/N=C/c1cccc(C(F)(F)F)c1)c1ccccc1O	-1.3	0.2	-23.3	-3.5	2.5	10.2	8.6	9.5	0.1
NC(=O)[C@@H]1CCCN1Cc1nc(-c2ccccc2)no1	0.5	0.4	12.9	-1.4	-4.2	1.9	5.9	-9.0	5.1
Cn1c(=O)c2c(-c3ccncc3)c3c(nc2n(C)c1=O)-c1ccccc1C3=O	1.4	-1.0	nt	0.5	nt	nt	nt	nt	0.0
c1ccc2c(c1)CCN2CCN1CCc2ccccc21	-0.8	0.2	44.3	-1.0	-0.4	-0.4	12.3	0.7	1.6
CC(CNC(=O)c1ccc(C(C)(C)C)cc1)CN(C)C (stereo not given)	0.6	2.4	-24.2	1.6	0.2	3.5	7.4	16.8	-0.8
COc1ccc(C(=O)Nc2cccc(-c3nc4ncccc4o3)c2C)cc1	-1.3	1.8	1.5	6.8	1.1	15.8	10.8	24.2	1.2
CN1CCN(c2cc(C(F)(F)F)nc3ccc(F)cc23)CC1	1.5	0.6	16.2	-20.5	11.6	20.6	5.9	-20.4	-0.9
O=[N+]([O-])c1cc(S(=O)(=O)NCCN2CCOCC2)ccc1Sc1nnnn1-c1ccccc1	2.1	-16.5	-13.2	-7.5	0.9	3.8	11.3	-4.8	1.8
Cn1c(=O)c2c(nc(CN3CCC(C(N)=O)CC3)n2CCCc2ccccc2)n(C)c1=O	-1.0	-0.1	-14.4	-2.0	4.8	4.5	1.2	6.7	-0.8
CCN=c1scc(C)n1/N=C/c1ccsc1	-0.8	0.4	-12.4	-35.4	-6.4	-1.2	24.1	12.5	-0.3
CCn1c(C)cc(/C=C2\NC(=O)N(Cc3ccc(Cl)cc3)C2=O)c1C	-1.3	-0.1	65.5	-15.4	8.6	23.9	8.9	6.0	0.3
Cc1cccc(NNC(N)=S)c1C	-2.0	-1.2	8.4	-13.9	0.6	10.1	4.0	9.3	0.0
CCOC(=O)c1ccc(NC(=O)CSc2nnc(-c3cccs3)n2CC)cc1	1.1	-0.2	28.9	-2.1	0.3	9.8	4.2	22.4	-0.5
CCN(CC)CCOc1nnc(-c2ccc(C)cc2)c2ccccc12	-1.9	-0.5	17.5	0.3	-5.8	16.2	10.9	-21.4	-1.0
CCN(CC)C(=S)NC(=O)c1cc(OC)c(OC)c(OC)c1	-2.2	0.5	6.6	12.0	-8.0	-9.1	7.7	-4.5	0.1
COc1ccc(NC(=O)N2CCCC2C(=O)NCc2ccc(C)cc2)cc1 (stereo not given)	-1.2	1.0	-9.9	-0.5	-6.2	-0.5	5.0&8.4	20.9	1.0
O=[N+]([O-])c1ccc(Nc2ccc(N3CCOCC3)cc2)c([N+](=O)[O-])c1	-2.1	0.1	33.3	-0.9	-0.9	4.1	4.0	29.1	0.7
COc1ccc(N2CC(=O)N(c3ccc(OC)c(OC)c3)CC2=O)cc1OC	-2.4	-2.6	16.0	-8.1	-2.5	1.9	10.0	12.4	4.8
CC(C)C(NC(=O)c1ccc2c(c1)OCO2)C(=O)N/N=C/c1cccs1 (stereo not given)	2.6	-0.7	23.7	0.1	11.8	9.1	10.1	15.2	0.7
CC(=O)N1N=C(c2ccc(Cl)cc2)OC1(C)C	1.2	0.5	15.3	2.2	5.2	6.5	7.4	-1.5	-0.7
Cc1ccc(CNC(=O)C2CNc3cc(C)ccc3O2)cc1 (stereo not given)	-1.3	0.6	4.0	57.6*	-7.6	4.3	8.9	-7.6	-0.4
Cc1ccc(F)cc1NC(=O)N1CCCN(C(=O)OC(C)(C)C)CC1	1.5	1.1	-9.7	-8.8	-1.8	1.7	10.5	1.7	0.1
COCCN(C(=O)Nc1ccccc1)c1ccccc1C	-1.3	-0.2	22.4	-3.8	3.1	12.3	6.3	18.2	0.3
CS(=O)(=O)N(CC(=O)Nc1ccccc1-c1ccccc1)c1ccc(F)cc1	-1.7	-0.8	-3.0	6.7	11.0	23.6	2.1	16.1	0.5
COc1ccc(OC)c(-c2c3c([nH]c(=S)c2C#N)CCCC3)c1	-1.0	-2.0	16.9	-6.0	-2.5	12.5	6.1	-2.9	-0.6
NC(=O)[C@@H]1CC2(CC(c3cccc(NC(=O)[C@@H]4CCC(=O)N4)c3)=NO2)CN1C(=O)Cc1ccc([N+](=O)[O-])cc1 (stereo not given in full)	nt	1.3	5.8	-3.6	0.7	5.4	7.0	4.3	0.1
O=C1c2cccc3c(N4CCCCC4)ccc(c23)C(=O)N1CCO	0.9	-4.7	-34.7	-4.4	0.5	12.8	9.3	-3.1	0.5
CCOC(=O)c1cc(-c2ccc(OC)cc2)nc2c1c(C)nn2CCC#N	-0.7	-3.0	-7.8	-1.9	-3.0	1.6	1.9	-2.2	-1.3
COc1ccc(S(=O)(=O)N(CC(=O)O)c2ccc(C)cc2)cc1	-2.6	-2.5	27.2	-4.0	-3.5	-2.6	7.5	-11.2	-0.1
C=CCNC(=O)C(=O)NCCOc1ccccc1Cl	8.1	-0.7	-4.4	6.4	6.5	1.7	4.1	18.2	3.2
CC(=O)c1ccc(NC(=O)c2ccc(CSc3ccccc3)o2)cc1	0.3	-0.7	6.2	-12.2	-1.3	7.7	6.6	7.9	0.7
Cc1cc(C)c(C(=O)/C=C/c2ccc3c(c2)OCO3)c(=O)[nH]1	3.7	2.8	-6.4	-15.8	-4.0	3.6	8.9	6.5	38.4
COc1cccc(NC(=O)N2CCCC2C(=O)NCc2ccccc2)c1 (stereo not given)	-1.5	0.2	-10.2	-1.8	0.0	3.8	5.0	4.9	3.5
CC1(C)CC2CC(C)(CN2C(=O)COC(=O)c2ccc(Cl)c(N)c2)C1 (stereo not given)	-0.3	0.3	29.7	-6.5	6.5	15.9	4.4	-16.7	-0.5
CC(=O)N1N=C(c2cccnc2)OC1c1ccc(C(C)C)cc1 (stereo not given)	-1.9	1.7	-9.3	6.0	4.4	13.4	7.2	10.4	-1.4
O=C(NCCN1CCOCC1)c1cc2ccccc2o1	0.0	-1.2	23.9	-6.0	2.7	14.9	7.9	17.4	0.1
CCOc1ccc(N(CC(=O)Nc2ccc3c(c2)OCCO3)S(=O)(=O)c2c(C)noc2C)cc1	0.3	-2.7	53.2	7.5	19.4	40.8*	17.6	-9.5	0.2
COc1ccccc1N1CCN(CC(=O)Nc2c(C)n[nH]c2C)CC1	2.0	-1.9	4.1	7.6	-1.6	2.1	12.4	nt	0.0
Cc1cc(C)c2nc(N3CCC(C(=O)NCCCN4CC(C)CC(C)C4)CC3)sc2c1 (stereo not given)	1.0	-13.5	-18.8	3.3	-0.1	8.7	5.6	15.9	18.0
CCOC(=O)C1(Cc2ccccc2C)CCCN(C(=O)CCn2nccc2C)C1 (stereo not given)	-2.5	-0.3	-1.4	-4.0	-2.9	8.3	11.0	nt	0.1
COc1ccc(-c2nc(C)sc2C)cc1	-0.1	12.8	-18.5	-1.9	3.9	6.9	10.7	18.2	1.3
COc1ccc(/C(O)=C2/C(=O)C(=O)N(CCCN(C)C)C2c2ccc(Cl)cc2)cc1OC (stereo not given)	-4.5	-1.9	nt	-18.1	nt	nt	17.9	nt	-0.1
COc1cccc(NC(=O)c2ccccc2-c2nc(-c3cccc(C)c3)no2)c1	-1.8	0.4	39.6	-4.6	-5.9	8.3	8.7	-16.0	0.7
O=c1[nH]c(N/N=C/c2ccc(O)cc2)nc2ccccc12	1.1	9.7	-33.6	-38.5	-2.1	-0.4	-0.4	7.7	36.1
COc1cccc(N=Nc2c(=O)[nH]n3c(C)cc(C)nc23)c1	5.8	-0.9	-8.9	-5.7	19.3	16.8	10.6	13.5	0.2
Cc1cc(F)ccc1NCc1ccncc1	-2.5	1.7	12.0	-0.9	4.7	11.2	14.0	-3.3	0.0
COC(=O)COc1ccc(S(=O)(=O)NCc2cccnc2)cc1	-0.3	-0.4	13.7	4.5	-6.0	5.5	7.2	1.9	0.1
CCNC(=S)/C(=C(/[O-])c1ccc([N+](=O)[O-])cc1)[n+]1ccccc1	8.6	4.5	12.8	-33.2	5.2	1.4	9.4	-18.6	1.0

Some of the entries so far, bar-delimited:
mol | Wee1 stabilizer | TNF death inh | CHOP inhibitor | Tb hexokinase | FXIa inh | FXIIa inh | EP2 antag | PPC-1+TRAIL kill | zVAD death inh
COc1cccc(NC(=O)c2ccccc2-c2nc(-c3cccc(C)c3)no2)c1 | -1.8 | 0.4 | 39.6 | -4.6 | -5.9 | 8.3 | 8.7 | -16.0 | 0.7
Cc1cc(F)ccc1NCc1ccncc1 | -2.5 | 1.7 | 12.0 | -0.9 | 4.7 | 11.2 | 14.0 | -3.3 | 0.0
COc1cccc(N=Nc2c(=O)[nH]n3c(C)cc(C)nc23)c1 | 5.8 | -0.9 | -8.9 | -5.7 | 19.3 | 16.8 | 10.6 | 13.5 | 0.2

(more compounds)
SMILES	Wee1 stabilizer	TNF death inh	CHOP inhibitor	Tb hexokinase	FXIa inh	FXIIa inh	EP2 antag	PPC-1+TRAIL kill	zVAD death inh
Fc1ccc(NC(=S)NCCN2CCOCC2)c(F)c1F	-1.5	-4.2	-4.2	3.5	-1.2	7.3	8.7	26.8	-0.2
COc1cc2nc(C3CCC3)nc(N3CCN(c4ccccn4)CC3)c2cc1OC	-2.4	1.6	48.3	-22.7	5.3	9.7	2.4	17.9	0.3
O=C(NCCN1CCCC1)C1COc2ccccc2O1 (stereo not given)	-1.3	0.5	-13.9	-1.1	3.2	3.8	8.1	3.5	-0.3
CCOC(=O)C1=C(N)Oc2ccc3ccccc3c2C1c1cccnc1 (stereo not given)	-1.1	-4.2	25.6	11.3	5.5	12.9	13.1	14.3	1.2

Source: PubChem

Some of the compounds tested; rates above refer to the full screens.
